NFkB SMM: binds human NF-kappa-B p105 on microarray. 17,000 tested, 1.3% active. calls only. P19838. Small molecule microarray, anti-His fluorescence binding;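 active = spot fluorescence over background significantly raised, with a chance value under 7% in all four replicate spots of the compound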;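 also: probe protein is his-tagged human p50 processed subunit at 1 µg/ml; raw spot fluorescence signals with no normalization applied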
Target sequence (P19838 1-433 limits assumed): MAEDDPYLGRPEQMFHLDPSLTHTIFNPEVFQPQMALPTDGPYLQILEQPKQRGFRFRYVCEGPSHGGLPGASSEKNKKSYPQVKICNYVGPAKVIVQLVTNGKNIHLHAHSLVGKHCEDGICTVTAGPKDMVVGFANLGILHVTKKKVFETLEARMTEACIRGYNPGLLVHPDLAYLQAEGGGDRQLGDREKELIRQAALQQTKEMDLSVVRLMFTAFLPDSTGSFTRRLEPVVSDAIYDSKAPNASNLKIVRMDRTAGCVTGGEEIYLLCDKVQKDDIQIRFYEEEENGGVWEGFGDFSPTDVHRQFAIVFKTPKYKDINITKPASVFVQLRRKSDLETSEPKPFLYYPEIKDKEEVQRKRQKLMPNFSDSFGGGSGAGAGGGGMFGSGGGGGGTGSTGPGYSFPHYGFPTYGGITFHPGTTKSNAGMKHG
Calls only; i = inactive; + = active, no number.

canonical_smiles | NFkB SMM
Cc1noc(C)c1S(=O)(=O)Nc1cccc2c1O[C@@H](CN(C)Cc1ccc(Oc3ccccc3)cc1)[C@@H](C)CN([C@H](C)CO)C2=O | i
C[C@H]1CCCCO[C@H](CN(C)S(=O)(=O)c2ccccc2)[C@@H](C)CN([C@@H](C)CO)C(=O)c2cc(NC(=O)Nc3ccc4c(c3)OCO4)ccc2O1 | i
Cc1noc(C)c1S(=O)(=O)Nc1cccc2c1O[C@@H](CN(C)C(=O)Nc1ccc(C(F)(F)F)cc1)[C@@H](C)CN([C@H](C)CO)C2=O | i
NCCCCNS(=O)(=O)c1ccc2ccccc2c1 | i
Cc1noc(C)c1S(=O)(=O)N(C)C[C@@H]1Oc2ccc(NC(=O)C3CCCCC3)cc2CC(=O)N([C@@H](C)CO)C[C@@H]1C | i
C=C1CC[C@@H]2[C@](C)(CO[C@@H]3O[C@H](CO)[C@@H](O)[C@H](O)[C@H]3O)CCC[C@@]2(C)[C@@H]1CCC1=CCOC1=O | i
CN(C)c1nc(N)nc(CSc2n[nH]c(-c3ccccc3)n2)n1 | i
O=C(OC1OC(CO)C(O)C(O)C1O)c1c(O)cc(O)cc1/C=C/c1ccccc1 (centres undefined) | i
C[C@H](CO)N1C[C@H](C)[C@@H](CN(C)C(=O)Nc2ccc(C(F)(F)F)cc2)Oc2c(NS(=O)(=O)c3cccs3)cccc2C1=O | i
Cc1cc(C)nc(/N=C2\NC(=O)CC(C(=O)O)N2c2ccc(Oc3ccccc3)cc2)n1 (centres undefined) | i
COC1=CC(=O)O[C@@H](CCc2ccccc2)[C@H]1O | i
CN1C(=O)N[C@@H]2c3ccccc3O[C@@]1(C)[C@@H]2CO | i
O=C(CSc1ccccn1)Nc1c(C(=O)c2ccc(F)cc2)oc2ccccc12 | i
C[C@H](CO)N1C[C@H](C)[C@@H](CN(C)Cc2ccc(C(=O)O)cc2)Oc2ccc(NC(=O)C3CC3)cc2C1=O | i
CN1CCN(CC(=O)Nc2sc3c(c2C#N)CCC(C(C)(C)C)C3)CC1 (centres undefined) | i
O=C(O)COc1ccccc1-c1nc(-c2ccccc2)c(-c2ccccc2)[nH]1 | i
C=CCOC(=O)C1=C[C@@H](c2ccc3c(c2)OCO3)C[C@@H](OCCCCO)O1 | i
Cc1noc(C)c1NC(=O)Nc1ccc2c(c1)C(=O)N([C@H](C)CO)C[C@@H](C)[C@@H](CN(C)C(=O)C1CCCCC1)OCCCC[C@H](C)O2 | i
C[C@@H]1CN([C@@H](C)CO)C(=O)CCCn2cc(nn2)CO[C@@H]1CN(C)Cc1ccncc1 | i
CNC[C@H]1Oc2ccc(NS(=O)(=O)c3ccccc3)cc2CC(=O)N([C@H](C)CO)C[C@@H]1C | i

Following part:
canonical_smiles | NFkB SMM
CO[C@H]1O[C@H](CO)[C@@H](OC(=O)Nc2cccc(F)c2)[C@H](OC(=O)Nc2ccccc2)[C@H]1OC(=O)Nc1ccccc1 | i
C[C@@H]1CN([C@H](C)CO)C(=O)c2cccc(NS(=O)(=O)c3cccs3)c2O[C@@H]1CN(C)C(=O)Nc1ccc(F)cc1 | i
COc1ccc2c(=O)cc(-c3ccccc3)oc2c1 | i
CCCn1c(SCC(=O)N2CCOCC2)nnc1-c1ccncc1 | i
COc1ccc(NC(=O)Nc2cccc3c2O[C@H](CN(C)CC2CC2)[C@@H](C)CN([C@@H](C)CO)C3=O)cc1 | i
COc1ccc(CN(C)C[C@H]2OCCCC[C@@H](C)Oc3ccc(NS(=O)(=O)c4ccc(F)cc4)cc3C(=O)N([C@H](C)CO)C[C@@H]2C)cc1 | i
Cc1noc(C)c1S(=O)(=O)Nc1ccc2c(c1)C(=O)N([C@H](C)CO)C[C@@H](C)[C@@H](CN(C)C)OCCCC[C@@H](C)O2 | i
CNC(=O)c1c(I)c(C(=O)NCC(=O)Nc2c(I)c(C(=O)O)c(I)c(C(=O)NCCO)c2I)c(I)c(N(C)C(C)=O)c1I | i
CCc1cc2c(NC(Cc3c[nH]c4ccccc34)C(=O)O)nc(C)nc2s1 (centres undefined) | i
C[C@H](CO)N1C[C@H](C)[C@H](CN(C)S(=O)(=O)c2ccc(C#N)cc2)Oc2ncc(-c3ccccc3)cc2C1=O | i
Cc1occc1-c1nnc2sc(-c3ccc(-c4ccccc4[N+](=O)[O-])o3)nn12 | i
CC(C)(C)[C@@H]1C=C(C(=O)O)O[C@H](OCc2ccc(CO)cc2)C1 | +
C[C@@H]1CN([C@H](C)CO)C(=O)c2cccc(NS(C)(=O)=O)c2O[C@H]1CN(C)C(=O)Nc1ccc(C(F)(F)F)cc1 | i
C[C@H](CO)N1C[C@H](C)[C@H](CN(C)Cc2ccncc2)Oc2ccc(N(C)C)cc2CC1=O | i
COC(=O)c1ccccc1NC(=O)COc1ccc(Br)cc1C(C)(C)C | i
Cc1ccnc(NS(=O)(=O)c2ccc(NS(C)(=O)=O)cc2)n1 | i
Cc1noc(C)c1S(=O)(=O)N(C)C[C@@H]1OCCCC[C@@H](C)Oc2ccc(NS(C)(=O)=O)cc2C(=O)N([C@@H](C)CO)C[C@H]1C | i
CC(C)NC(=O)N(C)C[C@H]1OCCCC[C@H](C)Oc2ccc(NC(=O)Cc3ccccc3)cc2C(=O)N([C@H](C)CO)C[C@@H]1C | i
Cc1noc(C)c1NC(=O)Nc1ccc2c(c1)CC(=O)N([C@H](C)CO)C[C@@H](C)[C@H](CN(C)C(=O)NC(C)C)O2 | i
C#CCNC(=O)C1=C[C@@H](C2CC2)[C@H](CCCO)[C@@H](OCC)O1 | i

Remaining list, next part.
canonical_smiles | NFkB SMM
CC(C)NC(=O)N(C)C[C@@H]1OCCCC[C@@H](C)Oc2ccc(NC(=O)Cc3ccccc3)cc2C(=O)N([C@H](C)CO)C[C@@H]1C | i
COCCOC(=O)N1C(=O)[C@@]2(c3cc(C#CC4=CCCCC4)ccc31)[C@H](C(=O)NC[C@H](O)c1ccccc1)[C@H]1C(=O)O[C@H](c3ccccc3)[C@H](c3ccccc3)N1[C@@H]2c1ccc(O)cc1 | i
C[C@H]1CN([C@@H](C)CO)C(=O)c2cccc(NS(=O)(=O)c3ccc(Cl)cc3)c2O[C@@H]1CN(C)Cc1ccc(C(=O)O)cc1 | i
C[C@@H]1CCCCO[C@@H](CN(C)C(=O)CCC(F)(F)F)[C@@H](C)CN([C@H](C)CO)C(=O)c2cc(NC(=O)Cc3ccccc3)ccc2O1 | i
C=CC(C)(C)C12CC3C(=O)NC(Cc4cnc[nH]4)C(=O)N3C1Nc1ccccc12 (centres undefined) | i
C[C@@H]1CN([C@H](C)CO)C(=O)c2cccc(NC(=O)C3CCOCC3)c2O[C@H]1CN(C)Cc1ccc(C(F)(F)F)cc1 | i
COc1cc(O)c2c(c1)CCc1cc(OC)c(OC)cc1-2 | i
COc1ccc(NC(=O)Nc2ccc3c(c2)C(=O)N([C@H](C)CO)C[C@@H](C)[C@@H](CN(C)Cc2ccc(C(=O)O)cc2)O3)cc1 | i
C[C@@H]1CN([C@H](C)CO)C(=O)c2cc(N(C)C)ccc2O[C@@H](C)CCCCO[C@H]1CN(C)S(=O)(=O)c1ccccc1 | i
C[C@@H]1CN([C@@H](C)CO)C(=O)c2cc(NC(=O)Nc3ccc(F)cc3)ccc2O[C@@H]1CN(C)C(=O)NC1CCCCC1 | i
Cc1noc(C)c1NC(=O)N(C)C[C@@H]1OCCCC[C@H](C)Oc2ccc(NS(C)(=O)=O)cc2C(=O)N([C@@H](C)CO)C[C@@H]1C | i
C[C@@H]1O[C@@H](O[C@H]2[C@H](O)[C@@H](O)[C@H](O[C@H]3[C@H](O[C@H]4CC[C@@]5(C)C(=CC[C@H]6C7C[C@@H]8O[C@]9(CC[C@@](C)(CO[C@@H]%10O[C@H](CO)[C@@H](O)[C@H](O)[C@H]%10O)O9)[C@H](C)C8[C@@]7(C)CCC65)C4)O[C@H](CO)[C@@H](O)[C@@H]3O)O[C@@H]2CO)[C@H](O)[C@H](O)[C@H]1O (some centres undefined) | i
O=C1CS(=O)(=O)C(c2ccccc2)N1c1ccc(-c2ccccc2)cc1 (centres undefined) | i
Cc1noc(C)c1NC(=O)N(C)C[C@H]1Oc2c(NS(=O)(=O)c3cn(C)cn3)cccc2C(=O)N([C@H](C)CO)C[C@H]1C | i
C[C@@H]1CN([C@@H](C)CO)C(=O)Cc2cc(NC(=O)Nc3ccc4c(c3)OCO4)ccc2O[C@H]1CN(C)C(=O)Nc1ccc2c(c1)OCO2 | i
O=C(C1=C[C@@H](c2ccc(C(F)(F)F)cc2)C[C@@H](OCCCCO)O1)N1CCN(Cc2ccccc2)CC1 | i
COc1cc(C[C@@H]2CO[C@@H](c3ccc(O)c(OC)c3)[C@@H]2CO)ccc1O | i
Cc1noc(C)c1NC(=O)Nc1ccc2c(c1)C(=O)N([C@@H](C)CO)C[C@@H](C)[C@H](CN(C)Cc1ccccc1)OCCCC[C@@H](C)O2 | i
CN1CCN(C(=O)C2=C[C@H](c3csc4ccccc34)C[C@H](OCc3ccc(CO)cc3)O2)CC1 | i
CC(C)NC(=O)N(C)C[C@@H]1Oc2c(NS(C)(=O)=O)cccc2C(=O)N([C@H](C)CO)C[C@H]1C | i

Some of the entries above in another layout:
C[C@H](CO)N1C[C@H](C)[C@H](CN(C)S(=O)(=O)c2ccc(C#N)cc2)Oc2ncc(-c3ccccc3)cc2C1=O
- NFkB SMM: i
Cc1noc(C)c1NC(=O)Nc1ccc2c(c1)C(=O)N([C@@H](C)CO)C[C@@H](C)[C@H](CN(C)Cc1ccccc1)OCCCC[C@@H](C)O2
- NFkB SMM: i

Remaining list, next part
canonical_smiles | NFkB SMM
CCOc1ccc(Br)cc1CNCc1cccnc1 | i
C[C@@H]1CN([C@@H](C)CO)C(=O)c2cc(NC(=O)NC3CCCCC3)ccc2O[C@H]1CN(C)C(=O)Nc1ccc(F)cc1 | i
Cc1noc(C)c1NC(=O)N(C)C[C@@H]1Oc2ccc(NS(=O)(=O)c3ccc(F)cc3)cc2C(=O)N([C@H](C)CO)C[C@H]1C | i
C[C@@H]1CN([C@@H](C)CO)C(=O)Cc2cc(NC(=O)NC3CCCCC3)ccc2O[C@H]1CN(C)C | i
N#CCCSc1nnc(-c2ccncc2)n1Cc1ccccc1 | i
COCCCC/C(=N\OCCN)c1ccc(C(F)(F)F)cc1 | i
COc1ccc(CN(C)C[C@H]2Oc3ccc(NS(=O)(=O)c4ccccc4)cc3CC(=O)N([C@H](C)CO)C[C@@H]2C)cc1 | i
O=C(NCc1nc2ccccc2[nH]1)C1=C[C@H](C2CC2)C[C@H](OCCCCO)O1 | i
C[C@H]1CN([C@@H](C)CO)C(=O)Cc2cc(N(C)C)ccc2O[C@@H]1CN(C)S(=O)(=O)c1ccc(F)cc1 | i
C[C@H](CO)N1C[C@H](C)[C@H](CN(C)CC2CC2)Oc2ccc(NC(=O)Nc3ccc(F)cc3)cc2CC1=O | i
COc1cc(CO)cc(I)c1O[C@H]1C=C(C(=O)NCCO)C[C@@H](N(C(=O)c2cc3ccccc3oc2=O)C2CCCCCC2)[C@@H]1O | i
CC(C)Cc1nc(SC(C)C(=O)Nc2cccc(Cl)c2)n[nH]1 (centres undefined) | i
O=C1O[C@H](c2ccccc2)[C@H](c2ccccc2)N2[C@H]1[C@@H](C(=O)N1CCCCCCC1)[C@]1(C(=O)Nc3ccc(C#CC4=CCCCC4)cc31)[C@H]2c1ccc(OCCO)cc1 | +
C[C@H]1CN([C@@H](C)CO)C(=O)c2cccc(NS(=O)(=O)c3ccc(Cl)cc3)c2O[C@H]1CN(C)S(=O)(=O)c1cccs1 | i
C[C@@H]1CCCCO[C@@H](CN(C)S(=O)(=O)c2cn(C)cn2)[C@H](C)CN([C@H](C)CO)C(=O)c2cc(NS(C)(=O)=O)ccc2O1 | i
Cc1ccccc1NC(=O)Cn1cnc2sc(C)c(C)c2c1=O | i
C[C@H](CO)N1C[C@H](C)[C@H](CN(C)S(=O)(=O)c2ccccc2)OCCCC[C@H](C)Oc2ccc(NC(=O)c3ccncc3)cc2C1=O | i
C[C@@H]1CN([C@@H](C)CO)C(=O)c2cc(NC(=O)NC3CCCCC3)ccc2O[C@@H]1CN(C)S(=O)(=O)c1cccs1 | i
C[C@H](CO)N1C[C@H](C)[C@H](CN(C)Cc2ccc(Cl)c(Cl)c2)Oc2c(NC(=O)C3CCOCC3)cccc2C1=O | i
C[C@@H]1CCCCO[C@@H](CN(C)Cc2ccc(C(=O)O)cc2)[C@H](C)CN([C@@H](C)CO)C(=O)c2cc(NC(=O)Nc3ccc(F)cc3)ccc2O1 | i

2 compounds picked at random from the list so far:
canonical_smiles | NFkB SMM
CC(C)Cc1nc(SC(C)C(=O)Nc2cccc(Cl)c2)n[nH]1 (centres undefined) | i
C[C@H](CO)N1C[C@H](C)[C@H](CN(C)Cc2ccc(Cl)c(Cl)c2)Oc2c(NC(=O)C3CCOCC3)cccc2C1=O | i

Continued:
canonical_smiles | NFkB SMM
C[C@H](CO)N1C[C@H](C)[C@@H](CN(C)C(=O)Nc2ccc(C(C)(C)C)cc2)OCc2cnnn2CCCC1=O | i
CNC[C@@H]1Oc2c(NC(=O)c3cnccn3)cccc2C(=O)N([C@@H](C)CO)C[C@@H]1C | i
Cc1ccc(NC(=O)C(C)Sc2nnc(-c3cccc([N+](=O)[O-])c3)n2C)cc1 (centres undefined) | i
Cc1noc(C)c1NC(=O)Nc1cccc2c1O[C@H](CN(C)Cc1ccc(Cl)c(Cl)c1)[C@H](C)CN([C@@H](C)CO)C2=O | i
C[C@@H]1CN([C@@H](C)CO)C(=O)c2cc(N(C)C)ccc2O[C@@H]1CN(C)Cc1ccccc1 | i
C[C@@H]1CN([C@H](C)CO)C(=O)c2cc(NC(=O)C3CC3)ccc2O[C@@H]1CN(C)C(=O)Nc1ccc(F)cc1 | i

Screens deposited in PubChem by Broad Institute.

The list is partial (hit frequency here may not be typical).
